IP6K1 inh = Primary qHTS assay for small molecule inhibitors of Inositol hexaphosphate kinase 1 (IP6K1). IP6K1 kinase, ADP-Glo luminescence, 2 h; active compounds read low. Inositol hexakisphosphate kinase 1 (Homo sapiens), Q92551. actives 0.81% (n = 140,000). AID 1645851, 2021. activity change, % (series mostly up to about 58 µM); in the data active = activity change below about -25%
Target sequence (Q92551 whole entry, looked up): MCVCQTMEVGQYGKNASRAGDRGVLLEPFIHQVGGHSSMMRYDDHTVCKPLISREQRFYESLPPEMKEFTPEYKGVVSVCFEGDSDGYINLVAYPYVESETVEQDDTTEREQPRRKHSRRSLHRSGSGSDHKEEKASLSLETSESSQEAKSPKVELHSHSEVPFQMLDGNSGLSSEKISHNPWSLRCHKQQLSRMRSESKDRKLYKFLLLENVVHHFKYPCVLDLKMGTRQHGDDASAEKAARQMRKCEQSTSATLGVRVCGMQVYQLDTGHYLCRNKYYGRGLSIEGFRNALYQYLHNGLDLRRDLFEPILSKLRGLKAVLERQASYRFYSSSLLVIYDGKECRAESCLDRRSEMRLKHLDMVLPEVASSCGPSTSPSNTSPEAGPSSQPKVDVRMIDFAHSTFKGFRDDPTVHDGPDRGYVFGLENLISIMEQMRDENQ
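ADP-Glo luminescence measures ADP made by human IP6K1 during a 2 h RT reaction with ATP/IP6 (mix at 1.3 mM/130 uM); top library doses 57.5 and 19.1 uM final.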
HEK293 tox = Cytotoxic Profiling in HEK 293 Cell Line of Diverse Libraries Using Quantitative High-Throughput Screening | HEK 293 viability, ATP luminescence (CellTiter-Glo), 48-72 h | Potency, µM (titrated, usually from 115 µM), without a hit: at the highest dose activity change, negative = cytotoxicity, actives largely listed as inhibitors | actives 6.6% (n = 94,000) | AID 1345083, 2018; note: potency is the fitted concentration of half-maximal effect; nearly all actives have a fitted effect of over 60% in size
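250 HEK 293 cells/well; compound by pintool; incubated 48 or 72 hr at 37 degree Celsius; CellTiter-Glo added, 10 min RT, luminescence imaged.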
FLuc inh = Firefly luciferase inhibition profiling of diverse chemical library using quantitative high-throughput screening. purified P. pyralis luciferase, luminescence, biochemical. Potency, µM (top dose mostly 115 µM), for the others: top-dose activity change, negative = inhibition, usual class: inhibitors. actives 2.5% (n = 76,000). AID 1347043, 2019; note: potency is the fitted concentration of half-maximal effect; nearly all actives have a fitted effect of over 65% in size
Target sequence (P08659 whole entry, looked up): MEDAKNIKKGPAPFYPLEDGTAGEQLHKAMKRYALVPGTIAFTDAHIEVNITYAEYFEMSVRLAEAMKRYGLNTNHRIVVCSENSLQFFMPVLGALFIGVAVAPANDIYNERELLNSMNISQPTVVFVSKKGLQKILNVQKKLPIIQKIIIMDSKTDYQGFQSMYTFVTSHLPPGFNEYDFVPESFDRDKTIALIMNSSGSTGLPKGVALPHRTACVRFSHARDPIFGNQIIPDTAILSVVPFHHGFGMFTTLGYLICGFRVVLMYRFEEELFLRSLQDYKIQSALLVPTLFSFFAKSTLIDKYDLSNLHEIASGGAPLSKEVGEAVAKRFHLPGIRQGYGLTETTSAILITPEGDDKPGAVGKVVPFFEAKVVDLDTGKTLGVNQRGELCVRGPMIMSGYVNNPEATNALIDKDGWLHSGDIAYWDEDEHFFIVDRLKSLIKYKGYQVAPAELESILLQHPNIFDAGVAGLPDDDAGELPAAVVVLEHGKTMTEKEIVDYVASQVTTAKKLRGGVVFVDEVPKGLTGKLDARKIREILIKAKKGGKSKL
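Cell-free enzyme assay, 10nM P. pyralis luciferase, luciferin and ATP each at 10uM. Inhibition profiled over a 6-point titration, read as luminescence.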
HEK293 viab = GF-AFC viability counterscreen for inhibitors of alpha-synuclein gene (SNCA) expression; HEK-293-SNCA-luc viability, GF-AFC fluorescence, 24 h; Potency, µM (doses to about 57.1 µM), for inactives: at the top dose activity change, negative = cytotoxicity, usual class: cytotoxic; actives 0.12% (n = 150,000); AID 1671193, 2021;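 note: potency is the fitted concentration of half-maximal effect; 0% = DMSO-treated cells and -100% = medium-only wells without cells; nearly all actives have a fitted effect of over 30% in size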
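HEK-293-SNCA-luc cells (1500/well) plated 24 h, then exposed 24 h to a dilution series; GF-AFC added 30 min at 37C, fluorescence 405/540 nm; normalised to medium-only and DMSO wells, Hill fit.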
GPT2 inhibitor = Primary qHTS assay for inhibitors of Glutamate pyruvate transaminase 2 (GPT2); Alanine aminotransferase 2 (Homo sapiens), Q8TD30; Recombinant GPT2, coupled pyruvate oxidase/HRP Amplex Red fluorescence; Potency, µM (series often up to 57.7 µM), for inactives: at the highest dose activity change, negative = inhibition, usual class: inhibitors; actives 0.25% (n = 100,000); note: potency is the fitted concentration of half-maximal effect; nearly all actives have a fitted effect of over 60% in size; many of its hits are not listed in these tables
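Fluorescence read-out: pyruvate from GPT2 turnover coupled to pyruvate oxidase, HRP and Amplex Red (0.2mM ThPP, 0.2U/mL PO and HRP, 50uM Amplex final). Substrates 250uM a-KG, 2mM L-alanine; enzyme 10ng/uL; 30 min RT.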
NIH3T3 tox = Cytotoxic Profiling in NIH 3T3 Cell Line of Diverse Libraries Using Quantitative High-Throughput Screening; actives 4.3% (n = 94,000); Potency, µM (highest dose often 96.7 µM), inactives show top-dose activity change, negative = cytotoxicity, usual class: inhibitors; AID 1345082, 2018; NIH 3T3 viability, CellTiter-Glo ATP luminescence, 48-72 h; note: potency is the fitted concentration of half-maximal effect; nearly all actives have a fitted effect of over 55% in size
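Luminescent ATP readout (CellTiter-Glo, 10 min RT) after 48 or 72 hr compound exposure of NIH 3T3 cells seeded at 400 cells/well in 1536-well format; quantitative HTS.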
SNCA expr inhib = Primary qHTS assay for inhibitors of alpha-synuclein gene (SNCA) expression; HEK-293 SNCA-luciferase knock-in, luminescence, 24 h; Potency, µM (highest dose often 57.2 µM), for inactives: top-dose activity change, negative = inhibition, most hits filed as inhibitors; actives 0.17% (n = 140,000);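 note: potency is the fitted concentration of half-maximal effect; plate controls were DMSO cells for no effect and cell-free wells for full effect; nearly all actives have a fitted effect of over 45% in size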
Starred values were filed as active, the others as inactive; i = inactive; ? = inconclusive; / = no result given; [ ] = dose if it differs, or a comment. Unless noted, calls come from the whole dose curve; as a rule, active = well fitted curve in the direction sought with a large enough effect; inconclusive = small, poorly fitted or top-dose-only effect, or another doubt; inactive = no such curve, though single readings can be large; an effect the other way counts as inactive or inconclusive. Unless noted, % is set by controls: 0 for no effect and ±100 for the full control effect. These rows are one share of the data (hit frequency here may not be typical).

SMILES	IP6K1 inh	HEK293 tox	FLuc inh	HEK293 viab	GPT2 inhibitor	NIH3T3 tox	SNCA expr inhib
Cc1ccc(NC(=O)CSc2nc(-c3ccccc3Cl)nc3cc(=O)[nH]n23)c(C)c1	8	/	/	-11%	/	/	-20%
CCOc1ccccc1Nc1sc(C(=O)c2ccccc2)c(N)c1C(=O)Nc1ccc(F)cc1	13	/	/	7%	/	/	24%
O=C(Nc1ccc2n(c1=O)C[C@H]1C[C@@H]2CN(C(=O)Nc2ccc(F)cc2)C1)c1ccccc1	19	-6%	-12%	-6%	i	22µM*	-2%
COc1ccc(C)cc1NC(=O)Nc1cccc(-c2ccc(N3CCCCC3)nn2)c1	-15	?	0.28µM*	0%	-1%	?	?
CC(C)CNC(=O)C1CCc2sc(C(=O)N3CCCCCC3)cc2C1 (stereo not drawn)	29	?	-1%	-25%	3%	?	-30%
O=C(Cc1cccc(C(F)(F)F)c1)N[C@H]1CCOC[C@H]1C1CCOCC1	-9	-3%	3%	-4%	i	-24%	-35%
Fc1ccc2nc([C@H]3CCN(Cc4cccs4)C3)[nH]c2c1	-3	71µM*	40µM*	5%[87.6 µM]	-1%[88.5 µM]	?	85%[activator][87.6 µM]
CCc1ccc(N2CC(c3noc(-c4ccccc4F)n3)CC2=O)cc1 (stereo not drawn)	-8	?	-4%	-4%	i	?	9%
O=C(NCC1CC1)c1cccc(OC2CN(Cc3ccc(F)cc3Cl)C2)c1	-15	?	0%	?	1%	40µM*	?
Cc1nc2c(NC3CCN(C(=O)c4cccn4C)CC3)cccn2n1	12	?	2%	1%	i	?	3%

A draw from above in order of molecular weight, lowest first:
SMILES	IP6K1 inh	HEK293 tox	FLuc inh	HEK293 viab	GPT2 inhibitor	NIH3T3 tox	SNCA expr inhib
Fc1ccc2nc([C@H]3CCN(Cc4cccs4)C3)[nH]c2c1	-3	71µM*	40µM*	5%[87.6 µM]	-1%[88.5 µM]	?	85%[activator][87.6 µM]
Cc1nc2c(NC3CCN(C(=O)c4cccn4C)CC3)cccn2n1	12	?	2%	1%	i	?	3%
O=C(NCC1CC1)c1cccc(OC2CN(Cc3ccc(F)cc3Cl)C2)c1	-15	?	0%	?	1%	40µM*	?
COc1ccc(C)cc1NC(=O)Nc1cccc(-c2ccc(N3CCCCC3)nn2)c1	-15	?	0.28µM*	0%	-1%	?	?
CCOc1ccccc1Nc1sc(C(=O)c2ccccc2)c(N)c1C(=O)Nc1ccc(F)cc1	13	/	/	7%	/	/	24%

(further entries)
SMILES	IP6K1 inh	HEK293 tox	FLuc inh	HEK293 viab	GPT2 inhibitor	NIH3T3 tox	SNCA expr inhib
CS(=O)(=O)c1cnc(NCc2cn3ccsc3n2)nc1C1CCCNC1 (stereo not drawn)	-21	-18%	9%	1%	3%	-9%	1%
Cn1ccnc1CNC[C@H]1Cn2cc(-c3ccccc3)nc2CO1	12	2%[172 µM]	-4%[172 µM]	-1%[87.6 µM]	-12%[88.5 µM]	i	34%[activator][87.6 µM]
Cc1ccccc1[C@H]1[C@@H](C(=O)NCCC(=O)O)C[C@@](C)(C(=O)O)N1C	27	-5%	-5%	-26%	-22%	i	2%
COc1ccc(CNC(=O)N(C)C2CCc3nnc(C)n3CC2)cc1 (stereo not drawn)	-12	0%	-6%	11%	i	-12%	2%
CCN(CC)c1nn2c(=O)c(C(=O)NCc3cccc(OC)c3OC)cnc2s1	15	/	/	-6%	/	/	3%
CCOCCc1nn2c(=O)cc(COC(=O)COc3ccc(C)c(C)c3)nc2s1	-12	/	/	10%	/	/	15%
COCCNC(=O)[C@@H]1C[C@H](Oc2ccccc2)CN1C(=O)c1ccc2ncccc2c1	9	i	-1%	-25%	i	0%	6%
COc1ccc(C)c2sc(N(Cc3cccnc3)C(=O)COc3ccccc3)nc12	19	/	/	-15%	/	/	-1%
Cc1ccc(Cl)cc1NC(=O)C1CCCN(S(=O)(=O)c2cccc3cccnc23)C1 (stereo not drawn)	-13	/	/	0%	/	/	-14%
CCc1ccc(NC(=O)C2CCCN(S(=O)(=O)c3cccc4nonc34)C2)cc1 (stereo not drawn)	-10	/	/	5%	/	/	-3%
O=C(NCCN1CCOCC1)c1ccc(N2CC3CC(C2)[C@H]2CCCC(=O)N2C3)nc1 (stereo partly drawn)	14	2%	-1%	10%	1%	-9%	56%[activator]
O=C(NCc1ccccc1)c1ccccc1OC1CN(Cc2ccc(F)c(F)c2)C1	6	?	5%	-18%	i	40µM*	?
CCCn1c2ccccc2c2cnn(CC(=O)Nc3ccc(C)cc3Br)c(=O)c21	30	/	/	-6%	/	/	?
CCOC(=O)c1ccc(NC(=O)c2csnn2)cc1	2	/	/	19%	/	/	93%[activator]
Cc1noc(C)c1S(=O)(=O)N[C@@H]1CN(Cc2ccccc2)C[C@H]1CN(C)C	-14	i	9%	4%	i	-2%	-2%
Cc1cc2nnc(SCc3ccc(F)cc3)n2c2ccccc12	9	/	/	24%	/	/	14%
CC(C)Cc1nn2c(=O)cc(COC(=O)CNC(=O)c3ccc(C(C)(C)C)cc3)nc2s1	-1	/	/	10%	/	/	-2%
COc1ccc(-c2c(C(=O)NCCc3ccccc3F)nc3sccn23)cc1	-3	?	/	-7%	i	?	16%
CS(=O)(=O)N1CCC(Cc2ccc(C(=O)NCc3ccc(F)cc3)cc2)CC1	22	?	/	-8%	1%	?	-7%
N#Cc1ccc(C(=O)Nc2ccc([C@H]3OCC(=O)N(Cc4ccc(F)cc4)[C@@H]3CO)cc2)cc1	7	?	-17%	-1%	1%	?	-23%
COc1ccc(OC)c(NC(=O)C(C)n2c(=O)c(-c3ccccc3NC(C)=O)nc3ccccc32)c1 (stereo not drawn)	5	/	/	-29%	/	/	13%
Cc1ccc(-c2noc([C@@H]3Cc4nc[nH]c4CN3C(=O)NC(C)C)n2)cc1	0	-4%[172 µM]	-9%[172 µM]	-13%[87.6 µM]	-23%[88.5 µM]	?	?
O=C1NC2(CCN([S+](=O)([O-])c3cccc(C(F)(F)F)c3)CC2)Oc2ccccc21	10	?	-5%	2%	i	?	-29%
CC(=O)Nc1ccc(NC(=O)CSc2nccn2Cc2ccc3c(c2)OCO3)cc1	-22	/	/	-17%	/	/	-21%
CCOC(=O)c1ccc(NC(=O)Cn2c(N3CCc4ccccc4C3)nc(C)cc2=O)cc1	26	32µM*	0%	-26%	i	32µM*	?
CCOc1ccc(S(=O)(=O)c2c(C(=O)c3ccc(CC)cc3)cnc3ccc(C)cc23)cc1	-7	/	/	9%	/	/	2%
COc1ccccc1CN1CC2(C1)C(=O)N(CCCN1CCCC1=O)C(=O)[C@@H]1C[C@@H](O)CN12	-3	4%	-6%	6%	1%	3%	0%
O=C(Nc1cccc(C(F)(F)F)c1)c1ccc2snnc2c1	-3	/	/	6%	/	/	25%
O=S(=O)(C1CC1)N1CCC(n2cnnc2-c2ccccc2)CC1	3	8%	-1%	3%	-12%	i	-26%
NCC(=O)N1CCCC2(Cc3ccccc3CN2C(=O)Cc2cccc(Cl)c2)C1 (stereo not drawn)	1	?	/	?	-23%	?	-7%
CN1CCN(C2(CNC(=O)c3ccc([N+](=O)[O-])cc3)CCCCC2)CC1	0	/	/	7%	/	/	12%
Cc1cccnc1CN(C(=O)c1cc(COc2ccccc2)[nH]n1)C(C)C	10	?	-6%	-1%	-3%[11.5 µM]	-29%	18%
O=C(NC1CC1)c1ccc2nnc(-c3cccc(OC(F)(F)F)c3)n2c1	-1	-10%	/	0%	-5%	-18%	1%
CS(=O)(=O)CCN1CCN(C(=O)c2cccc(-c3ncc[nH]3)c2)CC1	7	-15%	-2%	-13%	?	-11%	-19%
COc1cccc(CN2C(=O)OC3(CCN(Cc4c[nH]c5ccccc45)CC3)C2(C)c2cccnc2)c1 (stereo not drawn)	-9	?	8%	-4%	-6%	32µM*	?
Cn1cnc(C(=O)N2CCC3(CC2)CN(Cc2ccccc2)CC3CO)c1 (stereo not drawn)	-1	?	-3%	-9%[12.5 µM]	i	1%	-31%
CCN(CC)c1sc(S(=O)(=O)c2ccccc2)nc1S(=O)(=O)c1ccc(C)cc1	25	/	/	-5%	/	/	-4%
CN(Cc1cccc(C(F)(F)F)c1)C1CCOc2ccccc21 (stereo not drawn)	3	?	-14%[172 µM]	-10%[87.6 µM]	?	?	-11%[87.6 µM]
CC(C)N1CCC(O)(c2csc(CN3CCOCC3)n2)CC1	14	i	-5%[172 µM]	2%[87.6 µM]	4%[88.5 µM]	-2%[174 µM]	1%[87.6 µM]
Cc1cccc(CC(=O)NCc2nc3cccnc3n2Cc2ccc(F)cc2)c1	-5	/	/	-16%	/	/	-11%
CCCN1CCC2(CCN([S+](=O)([O-])c3ccccc3)CC2)Oc2ccccc21	-5	?	4%	-15%	i	?	-17%
Cc1noc(C)c1-c1cc(-c2cccc(F)c2)cn2cncc12	-8	?	12%[172 µM]	-17%[87.6 µM]	1%[88.5 µM]	45µM*	16%[87.6 µM]
O=C(/C=C/c1ccccc1)OC[C@]12O[C@H]1[C@@H](O)[C@@H]1C=CO[C@@H](O[C@@H]3O[C@H](CO)[C@@H](O)[C@H](O)[C@H]3O)[C@@H]12	-4	/	/	-4%[23.9 µM]	3%[27.3 µM]	/	/
CN1CCCCCC(O)c2cc(C(=O)NCCc3ccncc3)ccc21 (stereo not drawn)	-4	?	-10%	-3%	i	?	-11%
CC(C)C(=O)N1CCC2(CC1)OCC(C(=O)NCc1ccc(F)cc1)N2C(=O)c1ccccc1 (stereo not drawn)	-2	?	-5%	15%	-7%	-1%	15%
COCCNC(=O)[C@@H]1C[C@H](Oc2ccccc2)CN1C(=O)Nc1ccc2c(c1)OCCO2	-1	i	?	2%	2%	3%	58%[activator]
CN(Cc1cccc(N2CCN(C(=O)OC(C)(C)C)CC2)c1F)[S+](C)(=O)[O-]	-3	79µM*	/	/	/	?	/
CCOc1ccc(S(=O)(=O)c2cn(Cc3ccccc3)c3ccc(OCC)cc3c2=O)cc1	-6	/	/	-4%	/	/	7%
O=C(CSc1ncc2c(n1)-c1ccccc1N(Cc1ccc(F)cc1)S2(=O)=O)NCc1ccccc1	36	/	/	-1%	/	/	-11%
COc1ccc(CNc2cc(-c3ccc(OC)cc3)nc3nncn23)cc1	-8	/	/	-15%	/	/	7%

Screening data: PubChem, National Center for Advancing Translational Sciences (NCATS)
